Assay outcomes: PubChem BioAssay, several laboratories
TNAP activators = human TNAP enzyme activators, primary screen, biochemical, luminescent, no phosphate acceptor, uHTS (AID 1001); Alkaline phosphatase, tissue-nonspecific isozyme (Homo sapiens); purified TNAP, luminescent activation assay, no phosphate acceptor; higher activation fold means a stronger effect; activation fold at 20 µM; hits with a dose series show EC50 in µM; actives 0.03% (n = 200,000); in the data active = activation fold from about 3, or a potency from the dose series; inactive = the rest, 99 in 100 with activation fold below about 1.6; note: many of its hits are not listed in these tables
M17LAP inhibition = P. falciparum M17LAP inhibitors, primary screen, biochemical, fluorogenic H-Leu-NHMec substrate, 1536-well (AID 1619); recombinant M17LAP, H-Leu-NHMec fluorogenic kinetic assay; higher % means a stronger effect; inhibition, % at 30 µM, or IC50 in µM where a hit was titrated; Leucine aminopeptidase (Plasmodium falciparum (isolate 3D7)); actives 0.38% (n = 220,000);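 active = compound inhibiting the enzyme by more than half at any dose during confirmatory dose-response retesting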;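 note: plate controls were full reaction with DMSO carrier for no effect and no enzyme background for full effect; strong numbers were not always called active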
M1AAP inhibition = P. falciparum M1AAP inhibitors, biochemical, fluorogenic H-Leu-NHMec substrate, 1536-well (AID 1445); recombinant M1AAP, H-Leu-NHMec fluorogenic kinetic assay; higher % means a stronger effect; inhibition, % at 30 µM; hits with a dose series show IC50 in µM; actives 0.42% (n = 220,000);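 active = primary inhibition above the hit cutoff, then over 50% inhibition at one or more dose response concentrations, cut at about 23% in these data, passing the limit was not always enough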;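 note: plate controls were DMSO full reaction for no effect and no enzyme background for full effect; strong numbers were not always called active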
West Nile antiviral = West Nile virus antiviral activity, cell-based, CPE readout (AID 1621); West Nile virus-infected cells, CPE inhibition; higher % means a stronger effect; CPE inhibition, % at 10 µM; hits with a dose series show IC50 in µM; actives 0.02% (n = 290,000); in the data active = a potency from the dose series; note: strong numbers were not always called active
T cell HTS = modulators of CD8 T cell-vesicle binding, primary screen, mouse 2C CD8+ T cells, flow cytometry; AID 2052, 2009; calls only at 7 µM; 2C CD8+ T cell-vesicle binding; stronger effect = lower value; actives 0.068% (n = 330,000);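 active = response, share of CD8 T cells binding vesicles, and their 90th percentile fluorescence all below set limits, cut at about 80% in these data, passing the limit was not always enough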
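Material: murine 2C transgenic CD8+ T lymphocytes / Also added: QL9-peptide-loaded Drosophila micro-vesicles bearing Ld, ICAM-1 and B7-1 / Schedule: binding step 1.5 h, 37 °C, antibody labelling 20 min, ice / Signal: flow cytometry, PE anti-B7-1 (FL2) versus Alexa647 anti-CD8 (FL8), PFA-fixed / Evaluation: percent CD8+ FL2 mean versus row control / Benchmarks: naked versus QL9-loaded vesicles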
human PMI inhibitors = human PMI inhibitors, high substrate, primary screen, biochemical, fluorescence intensity, high mannose 6-phosphate (AID 1220); Mannose-6-phosphate isomerase (Homo sapiens); recombinant PMI enzyme, coupled fluorescence intensity; higher % means a stronger effect; one-dose inhibition, % at 20 µM; IC50 in µM for titrated hits; actives 0.66% (n = 190,000)
K1F lysis inhibition = inhibition of K1F phage lysis, E. coli UTI89, bacterial capsule biogenesis inhibitors, alamar blue (AID 488966); E. coli UTI89 K1F phage lysis, alamar blue, 2 h; higher % means a stronger effect; inhibition, % at 100 µM; hits with a dose series show IC50 in µM; actives 0.02% (n = 340,000);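 active = phage lysis inhibition, versus mean bacterial control, above a set limit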;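 note: capsule biogenesis inhibitors block K1F phage lysis so surviving cells raise fluorescence; higher fluorescence means more inhibition of phage lysis; actives were called in the ten point dose series up to 300 µM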
human PMI inhibition = inhibitors of human PMI, primary screen, biochemical, fluorescence intensity, coupled assay (AID 1209) | actives 0.42% (n = 190,000) | purified PMI enzyme, coupled fluorescence intensity; higher % means a stronger effect | one-dose inhibition, % at 20 µM; IC50 in µM for titrated hits;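 note: plate controls were DMSO vehicle for no effect and wells lacking substrate for full effect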
RSV antiviral HEp-2 = RSV antiviral activity via CPE protection, HEp-2 cells, primary 10 µM value included (AID 2391); CPE inhibition, % at 10 µM, or IC50 in µM where a hit was titrated; HEp-2 cells, RSV-induced CPE inhibition; higher % means a stronger effect; actives 0.13% (n = 310,000); in the data active = a potency from the dose series; note: strong numbers were not always called active
T cell HTS vesicle-bound % = second read-out of T cell HTS, no call of its own (marks repeat the call); double positive events, %; measured here: CD8+ vesicle-bound cell fraction;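 binding gate set so that unloaded-vesicle control wells show 10% double positive cells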
Numbers without * were called inactive; i = inactive; . = not tested or not shown; [ ] = another dose, or the depositor's remark. Cut-off read from the data, not from the text of the source, unless noted: active = inhibition above about 50%; inactive = the rest.

(1) COc1ccc(-n2c(-c3ccc(Br)cc3)c[n+]3c2CCC3)cc1
(2) O=S(=O)(c1ccc(Cl)nc1)N1CCCc2ccccc21
(3) Cn1c(=O)oc2cc(S(=O)(=O)NC3CCN(Cc4ccccc4)CC3)ccc21
(4) COc1cc(/C=C2\SC(c3ccc(C)cc3)=NC2=O)cc(OC)c1OC
(5) Cc1ccc(N2CS(=O)(=O)/C(=C/N(C)C)C2=O)cc1
(6) S=c1[nH]nc(-c2ccncc2)n1/N=C/c1cn(-c2ccccc2)nc1-c1ccccc1
(7) O=C(N=C1SC2CS(=O)(=O)CC2N1c1ccc(F)cc1)C1CCCCC1 (stereo not drawn)
(8) O=C1C(=O)N(CCCN2CCOCC2)C(c2ccc(Cl)cc2)/C1=C(\O)c1ccc2c(c1)OCCO2 (stereo not drawn)
(9) CCN(C(=O)CN1C(=O)S/C(=C\c2ccc(Cl)cc2)C1=O)C1CCS(=O)(=O)C1 (stereo not drawn)
(10) CCOc1cc(S(=O)(=O)n2nc(C)cc2C)ccc1F
Screen / compound no.	1	2	3	4	5	6	7	8	9	10
TNAP activators	1	1.3	1	1.1	1	.	.	.	.	1.1
M17LAP inhibition	7%	-12%	3%	2%	12%	4%	.	.	.	-3%
M1AAP inhibition	11%	5%	5%	0%	5%	-2%	.	.	.	0%
West Nile antiviral	0.5%	-0.8%	0.1%	-0.9%	.	1.4%	-0.6%	0.3%	-0.4%	0.0%
T cell HTS	i	i	i	i	i	i	i	i	i	i
T cell HTS vesicle-bound %	27	35	46	56	33	33	52	14	31	26
human PMI inhibitors	12%	2%	33%	4%	-17%	.	.	.	.	16%
K1F lysis inhibition	i	4.9%	0.7%	-0.2%	0.3%	.	0.3%	-0.1%	0.2%	0.1%
human PMI inhibition	6%	12%	11%	7%	-17%	.	.	.	.	20%
RSV antiviral HEp-2	-0.6%	4.8%	2.0%	1.1%	-0.2%	12%	1.2%	0.8%	1.1%	-0.6%

Brought forward from above: 3 compounds; new compounds follow.
(8) O=C1C(=O)N(CCCN2CCOCC2)C(c2ccc(Cl)cc2)/C1=C(\O)c1ccc2c(c1)OCCO2 (stereo not drawn)
(9) CCN(C(=O)CN1C(=O)S/C(=C\c2ccc(Cl)cc2)C1=O)C1CCS(=O)(=O)C1 (stereo not drawn)
(10) CCOc1cc(S(=O)(=O)n2nc(C)cc2C)ccc1F
(11) O=C(CS(=O)(=O)c1cn(CC(=O)N2CCOCC2)c2ccccc12)Nc1ccccc1F
(12) Cc1ccc(NC(=O)CCn2nc([N+](=O)[O-])cc2C)nc1
(13) Nc1cc(F)ccc1N1CCCCCC1
(14) O=C(O)c1cc(S(=O)(=O)O)ccc1O
(15) CC(=O)N1CCC(C(=O)NCCOc2cccc(C)c2)CC1
(16) Cc1ccccc1-c1ccc(Nc2ccc(N3CCOCC3)cc2)nn1
(17) Cc1c(C=O)c2ccccc2n1CCOc1ccccc1F
(18) Cc1cccc(OCCCCn2c(CO)nc3ccccc32)c1
(19) O=C(OCc1nnc(-c2ccc(Cl)cc2)o1)c1ccncc1
(20) COc1cc(/C=C/C(=O)NC(=O)c2ccccc2O)ccc1O
Screen / compound no.	8	9	10	11	12	13	14	15	16	17	18	19	20
TNAP activators	.	.	1.1	.	1.1	1.1	1.1	.	1.1	.	.	1	.
M17LAP inhibition	.	.	-3%	.	-13%	62%	-32%	.	-3%	.	.	7%	.
M1AAP inhibition	.	.	0%	.	0%	2%	-2%	.	7%	.	.	1%	.
West Nile antiviral	0.3%	-0.4%	0.0%	-0.1%	-0.2%	0.3%	0.0%	-0.2%	0.3%	-1.6%	-1.3%	-0.2%	-1.0%
T cell HTS	i	i	i	i	i	i	i	i	.	i	i	i	i
T cell HTS vesicle-bound %	14	31	26	14	55	17	55	15	.	63	59	17	23
human PMI inhibitors	.	.	16%	.	7%	-11%	9%	.	49%	.	.	-2%	.
K1F lysis inhibition	-0.1%	0.2%	0.1%	-0.1%[50 µM]	3.8%	0.7%	1.5%	-0.1%	2.6%	-0.2%	1.5%	4.9%	1.1%[50 µM]
human PMI inhibition	.	.	20%	.	3%	-38%	7%	.	23%	.	.	-2%	.
RSV antiviral HEp-2	0.8%	1.1%	-0.6%	1.1%	1.3%	0.1%	0.8%	3.6%	10%	8.4%	12%	4.1%	1.8%

(21) CCN1CCN(C(=O)COCc2cc(-c3ccc4c(c3)OCO4)on2)CC1
(22) COc1ccc(C2NC(=O)C(=O)/C2=C(\O)c2ccc(Cl)cc2)cc1OC (stereo not drawn)
(23) CC(C)c1ccc(NC2CCCN(C(=O)CC3CCCC3)C2)cc1 (stereo not drawn)
(24) CN(C(=O)c1ccccc1F)C(c1ccccc1)c1ccccc1
(25) CCC(=O)Nc1ccc(-c2csc(NNC(C)=O)n2)cc1
(26) O=C(Nc1ccccc1Oc1ccccc1)c1cc([N+](=O)[O-])ccc1Cl
(27) Cc1ccc(N2CC(C(=O)Nc3cccc(F)c3)CC2=O)cc1 (stereo not drawn)
(28) N#C/C(C(N)=O)=C1/SC(Cc2ccc(F)cc2)C(=O)N1c1ccccc1 (stereo not drawn)
(29) COC(=O)COc1ccc(S(=O)(=O)NCCC2=CCCCC2)cc1Cl
(30) Cc1cc(C(=O)NNC(=O)c2ccc(C(F)(F)F)cc2)no1
Screen / compound no.	21	22	23	24	25	26	27	28	29	30
TNAP activators	.	.	.	.	1.6	1.1	1.1	.	1	.
M17LAP inhibition	.	.	.	.	4%	11%	-3%	4%	-5%	15%
M1AAP inhibition	.	.	.	.	0%	5%	3%	4%	1%	5%
West Nile antiviral	0.2%	0.1%	0.6%	-0.3%	-0.6%	3.2%	-0.2%	0.0%	1.6%	0.4%
T cell HTS	i	i	i	i	i	i	i	i	i	i
T cell HTS vesicle-bound %	37	7	37	53	66	39	44	20	12	35
human PMI inhibitors	.	.	.	.	-2%	2%	3%	.	11%	.
K1F lysis inhibition	0.3%	1.5%	-0.1%	0.1%	0.1%	0.1%	1.6%	-0.1%	-0.5%	-0.1%
human PMI inhibition	.	.	.	.	13%	14%	-1%	.	10%	.
RSV antiviral HEp-2	-0.6%	0.4%	2.3%	3.9%	1.9%	5.1%	0.6%	.	8.6%	.

(31) FC(F)(F)c1cnc(NNC(=S)Nc2ccccc2Cl)c(Cl)c1
(32) CC1Cc2cc(/C(O)=C3/C(=O)C(=O)N(CCCn4ccnc4)C3c3ccc(F)cc3)ccc2O1 (stereo not drawn)
(33) COc1ccc(NC(=S)NCCc2c[nH]c3ccccc23)cc1
(34) O=C(CSC1CCCCC1)Nc1ccccc1Br
(35) COc1ccc(-n2ncc3c2CC(C)(C)CC3NC(=O)CCc2c(C)noc2C)cc1 (stereo not drawn)
(36) CCOc1ccc(S(=O)(=O)Nc2ccc(C(=O)N3CCCC3)cc2)cc1C(N)=O
(37) CCc1ccc(OCC(=O)N2CCN(c3ccccc3F)CC2)cc1
(38) O=C(COC(=O)C12CC3CC(CC(C3)C1)C2)NC12CC3CC(CC(C3)C1)C2
(39) CN(C)/C=C(\C#N)C(=O)Nc1ccc(F)c(Cl)c1
(40) O=C(CCCC1=NS(=O)(=O)c2ccccc2N1)NCCc1ccc(Cl)cc1
Screen / compound no.	31	32	33	34	35	36	37	38	39	40
TNAP activators	2.2	.	1	1.1	.	.	1.1	1	.	.
M17LAP inhibition	28%	.	3%	5%	.	.	2%	6%	-6%	.
M1AAP inhibition	2%	.	-5%	1%	.	.	0%	7%	1%	.
West Nile antiviral	-1.0%	0.6%	-0.5%	0.0%	-0.6%	0.1%	-0.6%	1.3%	0.7%	0.4%
T cell HTS	i	i	i	i	i	i	i	i	i	i
T cell HTS vesicle-bound %	46	21	40	45	5	2	7	16	18	14
human PMI inhibitors	-3%	.	1%	-1%	.	.	2%	4%	.	.
K1F lysis inhibition	0.0%[50 µM]	0.2%	14%	7.8%	-0.1%	-2.7%	0.6%	4.4%	-1.3%	-0.1%
human PMI inhibition	0%	.	4%	0%	.	.	4%	7%	.	.
RSV antiviral HEp-2	13%	3.9%	4.8%	3.1%	1.1%	-0.1%	1.6%	-0.1%	4.1%	1.2%

By substructure, those above containing a cyano group (2)
(28) N#C/C(C(N)=O)=C1/SC(Cc2ccc(F)cc2)C(=O)N1c1ccccc1 (stereo not drawn)
(39) CN(C)/C=C(\C#N)C(=O)Nc1ccc(F)c(Cl)c1
Screen / compound no.	28	39
TNAP activators	.	.
M17LAP inhibition	4%	-6%
M1AAP inhibition	4%	1%
West Nile antiviral	0.0%	0.7%
T cell HTS	i	i
T cell HTS vesicle-bound %	20	18
human PMI inhibitors	.	.
K1F lysis inhibition	-0.1%	-1.3%
human PMI inhibition	.	.
RSV antiviral HEp-2	.	4.1%

(listing goes on)
(41) Cc1cccc(Sc2c(C=O)c3ccccc3n2C)c1
(42) O=C(Nc1ccccc1C(=O)O)/C(=C/c1ccc([N+](=O)[O-])cc1)NC(=O)c1ccc(Br)o1
(43) O=C(c1ccc(F)cc1)C1CCN(C(=O)NC2CCCCC2)CC1
(44) CCOCCCNC(=S)N(Cc1ccco1)Cc1cc2cc3c(cc2[nH]c1=O)OCCO3
(45) Cc1c(OCC(=O)NCCCn2ccnc2)ccc2c3c(c(=O)oc12)CCC3
(46) COc1ccc(N(C)S(=O)(=O)c2cccc3cccnc23)c(OC)c1
(47) COc1ccc(N=CC2=C(O)CC(C)(C)CC2=O)cc1
(48) COc1ccc(C)cc1Nc1n[n+](C)c(-c2ccc(O)cc2O)s1
(49) CCOC(=O)c1nnn(-c2nonc2N)c1-c1ccc(OC)cc1
Screen / compound no.	41	42	43	44	45	46	47	48	49
TNAP activators	1.1	1.1	1	1.1	.	1.1	1.1	.	1.1
M17LAP inhibition	-3%	4%	4%	7%	.	5%	-7%	.	5%
M1AAP inhibition	0%	12%	20%	3%	.	2%	14%	.	-2%
West Nile antiviral	0.2%	-0.2%	-1.6%	0.5%	-0.9%	2.0%	0.8%	0.1%	0.0%
T cell HTS	i	i	i	i	i	i	i	i	i
T cell HTS vesicle-bound %	48	6	32	26	7	30	35	28	44
human PMI inhibitors	9%	1%	1%	0%	.	7%	11%	.	7%
K1F lysis inhibition	-0.2%	-0.4%	0.5%	0.4%	-0.3%	4.0%	9.4%	0.4%	-0.1%
human PMI inhibition	11%	-9%	5%	5%	.	2%	5%	.	8%
RSV antiviral HEp-2	9.5%	-1.2%	2.6%	0.9%	0.2%	-1.1%	6.0%	-0.7%	0.9%
